LAP4 TOR yeast: alters LAP4-GFP fluorescence in TOR pathway yeast screen | GFP response vs DMSO, % at 10 µM | 320,000 tested, 0.34% active | S. cerevisiae LAP4-GFP multiplex, flow cytometry GFP, 3 h; median GFP as percent of DMSO wells;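 active means GFP response vs DMSO above a set limit, about the screen mean plus 3 SD, cut at about 150% in these data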
RPL19A TOR yeast: modulators of TOR pathway RPL19A-GFP in S. cerevisiae; S. cerevisiae RPL19A-GFP strain, flow cytometry, 3 h; hits give low values; percent response vs DMSO, % at 10 µM; 330,000 tested, 0.3% active;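 active means percent response vs DMSO below 50%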;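 further: median channel GFP fluorescence of the barcoded RPL19A-GFP strain; ratio of sample median GFP to plate DMSO average so 100% = DMSO; lower means less RPL19A-GFP as with rapamycin TOR inhibition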
CIT2-GFP yeast: alters CIT2-GFP fluorescence in TOR pathway yeast screen; S. cerevisiae CIT2-GFP strain, flow cytometry, 3 h; 100 means same as DMSO wells; GFP response vs DMSO, % at 10 µM; 320,000 tested, 0.065% active; AID 2029;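 active means GFP response relative to DMSO above a set limit, near the screen mean plus 3 SD, cut at about 150% in these data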;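 further: ratio of well median GFP fluorescence to mean of DMSO wells on the plate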
MEP2 TOR yeast: yeast TOR pathway MEP2-GFP modulation; S. cerevisiae MEP2-GFP strain, flow cytometry GFP, 3 h; 100% = DMSO control level; GFP response vs DMSO, % at 10 µM; 330,000 tested, 0.51% active; AID 2016;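 active means GFP response versus DMSO above a set limit, roughly screen mean plus 3 SD, cut at about 180% in these data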;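 further: median GFP fluorescence of the barcode-gated MEP2-GFP cells per well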
Efflux pump mplx: inhibitors of Candida antifungal efflux pumps expressed in yeast. S. cerevisiae Candida pump triplex, Nile Red efflux. inhibition, % at 10 µM. 330,000 tested, 0.44% active. AID 485275;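 active means plate passing quality check with inhibition over a set limit, or well fluorescence over plate mean plus 4 SD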;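 further: Nile Red retained in pooled yeast measured as flow cytometry median fluorescence; 0% = buffer negative control and 100% = Enniatin B positive control; higher means more Nile Red kept so more efflux inhibition; some compounds called inactive have numbers as strong as hits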
AHR activator: human AHR activation | 320,000 tested, 2.5% active | AID 2796 | AHR-responsive luciferase reporter cells, luminescence | activation, % at 5 µM; in the data active means activation above about 47%;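 further: 0% = vehicle wells and 100% = reference agonist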
Target sequence (P35869 whole entry, looked up): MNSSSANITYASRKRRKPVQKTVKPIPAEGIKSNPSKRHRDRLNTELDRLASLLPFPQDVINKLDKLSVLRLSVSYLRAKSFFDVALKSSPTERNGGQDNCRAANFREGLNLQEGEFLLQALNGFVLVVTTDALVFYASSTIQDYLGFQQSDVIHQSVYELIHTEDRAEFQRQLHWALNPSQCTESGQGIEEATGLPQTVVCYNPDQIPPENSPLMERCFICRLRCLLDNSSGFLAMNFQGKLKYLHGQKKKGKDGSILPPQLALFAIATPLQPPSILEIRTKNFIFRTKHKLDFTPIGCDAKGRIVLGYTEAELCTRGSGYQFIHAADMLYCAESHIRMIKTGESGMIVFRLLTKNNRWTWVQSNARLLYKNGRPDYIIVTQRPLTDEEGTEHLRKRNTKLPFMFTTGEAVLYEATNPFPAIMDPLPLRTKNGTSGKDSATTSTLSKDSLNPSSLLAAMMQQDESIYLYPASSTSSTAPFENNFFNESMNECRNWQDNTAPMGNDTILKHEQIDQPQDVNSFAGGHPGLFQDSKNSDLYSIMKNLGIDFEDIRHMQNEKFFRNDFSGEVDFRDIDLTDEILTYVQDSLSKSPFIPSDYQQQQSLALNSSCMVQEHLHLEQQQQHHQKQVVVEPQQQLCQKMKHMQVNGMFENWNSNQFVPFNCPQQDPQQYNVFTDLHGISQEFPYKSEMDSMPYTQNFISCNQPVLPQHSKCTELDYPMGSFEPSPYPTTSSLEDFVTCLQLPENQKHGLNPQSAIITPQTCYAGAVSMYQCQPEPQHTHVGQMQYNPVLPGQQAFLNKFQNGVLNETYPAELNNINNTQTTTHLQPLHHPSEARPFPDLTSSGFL
CR mimetic SO: lowers age-related superoxide in aged yeast cells | S. cerevisiae aged cells, superoxide DHE fluorescence; hits give low values | superoxide response (% of plate mean), % at 10 µM | 330,000 tested, 0.18% active | AID 2690;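 active means superoxide response under a set limit, about three screen SD below normal, cut at about 65% in these data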;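 further: yeast aged for seven days with compound at 30 °C before DHE staining; 100% = average MFI of all compound-treated wells on the plate with controls excluded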
AGP1-GFP MLPCN: modulators of TOR pathway AGP1-GFP in S. cerevisiae. S. cerevisiae AGP1-GFP multiplex flow cytometry, 3 h; GFP as percent of DMSO wells. GFP response vs DMSO, % at 10 µM. 320,000 tested, 0.02% active;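 active means GFP response relative to DMSO above a set limit, near screen average plus 3 SD, cut at about 150% in these data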;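 further: median GFP channel fluorescence of the gated AGP1 strain per well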
The depositor's hits bear a star; / = no result given.

SMILES	LAP4 TOR yeast	RPL19A TOR yeast	CIT2-GFP yeast	MEP2 TOR yeast	Efflux pump mplx	AHR activator	CR mimetic SO	AGP1-GFP MLPCN
Cc1ccccc1-n1nc(C)c2cc(C(=O)N3CCN(S(=O)(=O)c4ccc(Cl)cc4)CC3)sc21	95	99	113	109	0.1	4	92	77
Cc1ccc(S(=O)(=O)N2CCN(CCOc3cccc(C)c3)CC2)cc1	100	97	97	95	0.0	1	83	94
COc1ccc(Cl)cc1NC(=O)COC(=O)C1COc2ccccc2O1 (configuration not stated)	102	99	97	99	-0.2	24	88	102
Cc1ccccc1N(CC(=O)NCC1CCCO1)C(=O)CNS(=O)(=O)c1ccc(F)cc1 (configuration not stated)	104	101	111	106	0.0	0	93	113
OCCN1CCN(c2nnc(-c3ccccc3)c3ccccc23)CC1	109	104	94	103	-0.1	1	105	97
COc1cc(/C=c2\sc3nc(=O)c(-c4ccccc4)nn3c2=O)ccc1OCCC(C)C	100	105	111	107	0.2	0	109	97
O=C(NCc1ccco1)c1cccc(-c2nnc(-c3ccccc3)o2)c1	93	96	97	98	0.0	20	99	95
Cn1cnc([N+](=O)[O-])c1Sc1ncnc2nc[nH]c12	106	96	97	103	0.1	-1	96	104
CN(Cc1ccco1)C(=O)C1CCCN(c2ncnc3c2nc2n3CCCCC2)C1 (configuration not stated)	97	97	108	106	-0.2	3	93	99
CCCC(=O)Nc1sc2c(c1C#N)CCCCC2	106	101	110	108	0.0	4	102	/
O=C(CCOc1ccccc1)Nc1ccccc1[N+](=O)[O-]	108	108	100	107	-0.1	-1	111	109
COc1ccc(-n2c(C)nc3c(cnn3-c3ccccc3)c2=O)cc1	109	106	111	109	0.0	-2	103	103
COc1ccc(CCC(=O)Nc2ccc3c(c2)OCO3)cc1	93	103	91	102	0.4	2	103	97
COc1ccc2c(C#N)c3ccccn3c2c1	97	91	91	92	0.0	2	122	88
COCC(C)n1c(C)cc(C(=O)COC(=O)c2n[nH]c3ccccc23)c1C (configuration not stated)	108	104	104	102	0.0	6	89	110
CCC(=O)NCCCc1nc(-c2ccccc2)no1	105	100	79	94	0.1	3	97	86
Cc1ccc2c(c1)C(c1ccccc1)N(C(=O)c1ccc(Br)cc1)CC(=O)N2 (configuration not stated)	88	101	93	99	0.2	/	94	94
COC(=O)c1ccccc1NC(=O)N1CCN(S(=O)(=O)c2ccc(Cl)cc2)CC1	101	101	110	101	-0.1	0	98	105
CCOC(=O)c1c(NC(=O)COC(=O)c2cnccn2)sc(C(=O)NC)c1C	109	101	95	102	0.2	10	109	107
O=C1C2C3c4ccccc4C(Br)(c4ccccc43)C2C(=O)N1c1ccccc1O (configuration not stated)	105	107	108	103	-0.2	4	87	108
Cc1ccc(N2CN=C(c3ccccc3)NC2=S)cc1	113	101	94	105	0.0	2	107	104
Cn1c(CNC(=O)c2ccc3c(c2)OCO3)nnc1SCC(=O)Nc1ccccc1Cl	108	111	103	107	-0.1	-1	104	110
Cc1ccccc1-c1nnc(-c2ccccc2C)o1	101	102	94	102	0.1	8	99	96
Cc1ccc(Oc2ccc(C(=O)NC3CCSC3=O)cn2)cc1 (configuration not stated)	101	96	104	93	0.1	0	92	95

Arranged by length of the SMILES (highest first): 4 of the compounds above
SMILES	LAP4 TOR yeast	RPL19A TOR yeast	CIT2-GFP yeast	MEP2 TOR yeast	Efflux pump mplx	AHR activator	CR mimetic SO	AGP1-GFP MLPCN
O=C1C2C3c4ccccc4C(Br)(c4ccccc43)C2C(=O)N1c1ccccc1O (configuration not stated)	105	107	108	103	-0.2	4	87	108
COCC(C)n1c(C)cc(C(=O)COC(=O)c2n[nH]c3ccccc23)c1C (configuration not stated)	108	104	104	102	0.0	6	89	110
COc1ccc(CCC(=O)Nc2ccc3c(c2)OCO3)cc1	93	103	91	102	0.4	2	103	97
COc1ccc2c(C#N)c3ccccn3c2c1	97	91	91	92	0.0	2	122	88

Later entries.
SMILES	LAP4 TOR yeast	RPL19A TOR yeast	CIT2-GFP yeast	MEP2 TOR yeast	Efflux pump mplx	AHR activator	CR mimetic SO	AGP1-GFP MLPCN
CC1CCC2(CC1)NC(=O)N(CC(=O)N1CCc3ccccc3C1)C2=O (configuration not stated)	94	99	102	97	0.0	-1	98	97
COc1ccc(N2C(=O)CC(NNC(=O)c3cccnc3)C2=O)cc1 (configuration not stated)	111	100	97	101	0.0	0	85	103
O=C(COc1ccc(Cl)cc1)NCc1ccccc1	101	102	98	108	-0.1	-2	93	100
Cc1cc(C)n2nc(SCC(=O)N3CCC(C)CC3)nc2n1	98	101	110	106	-0.1	3	108	99
COc1cc(CNc2cccc3[nH]c(C(F)(F)F)nc23)cc(OC)c1	97	98	97	105	-0.1	35	107	98
COc1cc(NC(=O)C2CCCCC2)c2ncccc2c1	111	100	111	107	-0.1	41	96	/
Cn1ncc2c(Nc3cc(Cl)cc(Cl)c3)ncnc21	113	106	94	106	0.0	16	112	105
Cc1cc[n+](-c2[nH]c(=O)sc2/C=N/N=C(\[O-])CCn2c3ccccc3c3ccccc32)cc1	102	101	99	93	0.1	1	97	108
CC(C)(C)NC(=O)c1cccc(NC(=O)c2ccc3c(c2)C(=O)N(C(C)(C)C)C3=O)c1	82	107	107	104	0.4	2	94	91
Cc1cccc(NC(=O)CSCC(=O)Nc2ccccc2N2CCCC2)c1	97	98	94	97	0.1	21	97	96
COc1ccc(C(=O)Nc2ccnn2C2CCN(Cc3ccc4nonc4c3)CC2)cc1	103	105	108	104	0.7	-6	100	104
C/C(=N\NC(=O)c1ccccc1O)c1ccc(NC(=O)c2ccccc2)cc1	73	120	98	109	0.0	/	108	97
CCCNC(=O)Nc1ccccc1SC	98	102	103	107	-0.1	9	100	104
COc1ccccc1C(=O)Nc1ccccc1C(=O)Nc1ccccc1	96	97	89	94	0.2	18	97	97
Cc1ccc2sc(C)[n+](CCO)c2c1	103	101	104	102	-0.1	2	103	103
CCCN1CCN(C(=O)Nc2ccc(OCC)cc2)CC1	92	101	107	108	0.3	0	88	96
O=C(C1CCCN(Cc2cccc(Cl)c2)C1)N1CCCCC1 (configuration not stated)	95	104	100	115	0.8	/	99	96
CC(=O)NCCC(Cc1ccccc1)c1ccco1 (configuration not stated)	99	96	98	106	0.0	0	95	98
Cc1ccc(S(=O)(=O)NCC(=O)N(CC(=O)NCc2ccco2)C2CCCC2)cc1	94	102	109	103	0.0	-3	106	101
CC(C)CN1C(=O)c2ccc(C(=O)Nc3ccccn3)cc2C1=O	94	93	99	109	0.2	1	93	89
O=C(COc1ncnc2ccc(Br)cc12)NCc1ccco1	102	97	103	93	-0.1	3	95	106
COc1ccc(/C=C(/NC(=O)c2ccccc2Cl)C(=O)NCCCC(=O)O)cc1	104	102	105	107	-0.1	-1	103	106
Cc1cccc(N(CC(=O)N2CCCCCC2)S(C)(=O)=O)c1	100	101	98	101	0.0	14	99	103
O=C(O)c1ccc2oc(SCC(=O)N3CCCCC3)nc2c1	95	95	96	99	-0.3	5	85	96
CSc1ncc(Cl)c(C(=O)Nc2ccccc2[N+](=O)[O-])n1	93	103	102	108	0.0	24	102	98
CN1CCC(N(C)C(=O)c2ccccc2Nc2ccc(SC(F)F)cc2)CC1	99	98	97	102	0.0	3	108	105
O=C(CSc1nc(=O)n(CCCN2CCOCC2)c2c1CCCC2)Nc1ccc(Cl)cc1	108	100	115	98	0.0	-1	93	108
O=C(CCCN1CCC(NC(=O)c2ccccc2)CC1)c1ccc(Cl)cc1	76	92	82	89	0.1	2	111	122
Cc1cccc(N)c1-c1c(C)cccc1N	100	96	102	97	-0.1	5	90	102
CCOc1ccccc1C(=O)N(CCC(=O)OC)c1ccccn1	85	95	93	90	-0.2	1	95	93
CC1=Nn2c(nc(-c3ccccc3)c2-c2ccccc2)NC(=O)C1Br (configuration not stated)	94	98	106	104	-0.1	12	110	96
CCOC(=O)c1ccc(NC(=O)CCC(=O)OC)cc1	94	99	104	101	0.1	2	91	100
CC(CN1CCOCC1)OC(=O)C(C)(c1ccccc1)c1ccccc1 (configuration not stated)	92	99	89	97	0.5	-8	111	101
CC1=C(C(=O)NCc2ccccc2)C(c2cccs2)n2ncnc2N1 (configuration not stated)	86	92	90	93	-0.1	-2	94	95
CCOC(=O)Cn1c(=N)n(CCOc2ccc(OC)cc2)c2ccccc21	96	100	98	95	0.0	2	96	102
Cc1c(C(=O)c2cccc([N+](=O)[O-])c2)c2ccccn2c1CCC#N	101	102	103	103	0.0	4	98	97

Copied from the list.
For CIT2-GFP yeast, CCOC(=O)c1ccc(NC(=O)CCC(=O)OC)cc1 has the entry 104
For MEP2 TOR yeast, CC1=Nn2c(nc(-c3ccccc3)c2-c2ccccc2)NC(=O)C1Br (configuration not stated) has the entry 104

Following part.
SMILES	LAP4 TOR yeast	RPL19A TOR yeast	CIT2-GFP yeast	MEP2 TOR yeast	Efflux pump mplx	AHR activator	CR mimetic SO	AGP1-GFP MLPCN
O=C(NCCC1=CCCCC1)c1cc(S(=O)(=O)N2CCOCC2)c(Cl)cc1Cl	101	102	102	102	-0.1	1	112	108
COCC(=O)N1CCC(Oc2ccc(C(=O)N3CCSCC3)cc2)CC1	100	110	110	107	0.1	-2	96	112
Cc1ccc(N(C)S(=O)(=O)c2cccc(C(=O)NCC(c3cccs3)N3CCOCC3)c2)cc1 (configuration not stated)	116	91	97	99	0.0	4	81	110
O=C(CN1C(=O)NC2(CCCC2)C1=O)Nc1ccc(S(=O)(=O)N2CCOCC2)cc1	100	98	98	104	-0.3	-1	85	104
CC1(c2ccccc2)O[C@@H]2C[C@H]3[C@@H]4CCC5=CC(=O)C=C[C@]5(C)[C@@]4(F)[C@@H](O)C[C@]3(C)[C@]2(C(=O)CO)O1 (some centres not stated)	99	94	90	92	0.1	10	108	98
COc1ccc(Cl)cc1NC(=O)Cc1c(F)cccc1Cl	89	99	102	96	-0.2	17	105	98
O=C(Cc1ccc(-n2cnnn2)cc1)NC12CC3CC(CC(C3)C1)C2	88	94	101	92	-0.1	-1	100	94
O=C(CCc1ccccc1)Nc1cccc(S(=O)(=O)N2CCOCC2)c1	95	96	96	103	-0.1	1	92	99
COc1ccc(C(=O)NC(=O)CSc2n[nH]c(N)n2)cc1	93	99	105	96	0.1	0	99	98
COc1ccc(NC(=O)c2cc(-c3ccccc3OC)on2)cc1	99	99	108	109	0.3	44	101	90
Cc1ccc(S(=O)(=O)Nc2nccs2)cc1[N+](=O)[O-]	93	96	103	90	-0.1	1	100	98
Cc1ccsc1C(=O)N1CCN(c2ncc(C(F)(F)F)cc2Cl)CC1	102	108	96	101	-0.2	-7	90	97
O=C(CC1Sc2ccccc2NC1=O)Nc1cccc(C(=O)O)c1 (configuration not stated)	102	100	100	104	0.5	-2	97	99
O=C(CNC1CCCC1)Nc1ccc(S(=O)(=O)N2CCCCC2)cc1	94	107	95	100	0.4	-1	90	99
CN(C)C(CNC(=O)c1ccc(NC(=O)CC#N)cc1)c1ccccc1 (configuration not stated)	103	95	99	97	0.1	1	91	103
Cc1sc2ncn(CC(=O)NCCc3ccccc3)c(=O)c2c1C	106	99	97	102	-0.2	0	102	102
COc1cc(NC(=O)c2cc(C)on2)cc(OC)c1OC	110	101	102	103	0.0	-1	91	101
CC(=O)c1cccc(CN2CCN(Cc3ccc(F)cc3)C(CCO)C2)c1 (configuration not stated)	89	102	102	102	0.3	0	87	95
O=C(Nc1nc2n(n1)C(c1ccc(F)cc1)CC(c1ccccc1)N2)c1ccco1 (configuration not stated)	108	94	98	96	-0.1	4	91	103
CC(C)(C)C(=O)Oc1cc(N)n(S(=O)(=O)c2ccc(F)cc2)n1	101	99	99	107	-0.1	2	94	103
Nc1nnnn1CC(=O)N/N=C/c1ccccn1	95	96	90	99	0.2	0	104	98
O=C(O)COc1ccc(/C=C/c2nc3ccc([N+](=O)[O-])cc3s2)cc1	109	94	99	130	0.0	0	94	91
Cc1cc(=O)n2c3c(sc2n1)C(=O)N(Cc1ccccc1)C3=O	194*	88	69	87	0.0	1	84	79

From PubChem BioAssay
